SKN-1 block: inhibitors of C. elegans SKN-1; C. elegans VP596 Pgst-4::GFP/RFP ratio, acrylamide-induced, 24 h; inhibition, % at 21.8 µM; AID 624304; 360,000 tested, 0.49% active;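 active = interference check ratio from 0.5 to 1.5 plus GFP to RFP signal ratio inhibition reaching or exceeding a fixed threshold, cut at about 30% in these data, passing the limit was not always enough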; also: some compounds called inactive have numbers as strong as hits
Neddyl block: blocks human cullin neddylation. P61081+Q13564. TR-FRET cullin neddylation, biochemical. calls only at 25 µM. 360,000 tested, 0.58% active. AID 651699; in the data active = inhibition above about 36%
FAS-TE inh: blocks the thioesterase domain of human fatty acid synthase | P49327 | recombinant FAS-TE, OMFH fluorogenic substrate, fluorescence endpoint | inhibition, % at 15 µM | 360,000 tested, 0.67% active;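 active = compounds whose normalised, plate-corrected inhibition of enzyme fluorescence in the single-dose primary screen is 50% or more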;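 also: 0% = DMSO with enzyme and 100% = substrate without enzyme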
Target sequence (P49327 whole entry, looked up, the tested form may be a part): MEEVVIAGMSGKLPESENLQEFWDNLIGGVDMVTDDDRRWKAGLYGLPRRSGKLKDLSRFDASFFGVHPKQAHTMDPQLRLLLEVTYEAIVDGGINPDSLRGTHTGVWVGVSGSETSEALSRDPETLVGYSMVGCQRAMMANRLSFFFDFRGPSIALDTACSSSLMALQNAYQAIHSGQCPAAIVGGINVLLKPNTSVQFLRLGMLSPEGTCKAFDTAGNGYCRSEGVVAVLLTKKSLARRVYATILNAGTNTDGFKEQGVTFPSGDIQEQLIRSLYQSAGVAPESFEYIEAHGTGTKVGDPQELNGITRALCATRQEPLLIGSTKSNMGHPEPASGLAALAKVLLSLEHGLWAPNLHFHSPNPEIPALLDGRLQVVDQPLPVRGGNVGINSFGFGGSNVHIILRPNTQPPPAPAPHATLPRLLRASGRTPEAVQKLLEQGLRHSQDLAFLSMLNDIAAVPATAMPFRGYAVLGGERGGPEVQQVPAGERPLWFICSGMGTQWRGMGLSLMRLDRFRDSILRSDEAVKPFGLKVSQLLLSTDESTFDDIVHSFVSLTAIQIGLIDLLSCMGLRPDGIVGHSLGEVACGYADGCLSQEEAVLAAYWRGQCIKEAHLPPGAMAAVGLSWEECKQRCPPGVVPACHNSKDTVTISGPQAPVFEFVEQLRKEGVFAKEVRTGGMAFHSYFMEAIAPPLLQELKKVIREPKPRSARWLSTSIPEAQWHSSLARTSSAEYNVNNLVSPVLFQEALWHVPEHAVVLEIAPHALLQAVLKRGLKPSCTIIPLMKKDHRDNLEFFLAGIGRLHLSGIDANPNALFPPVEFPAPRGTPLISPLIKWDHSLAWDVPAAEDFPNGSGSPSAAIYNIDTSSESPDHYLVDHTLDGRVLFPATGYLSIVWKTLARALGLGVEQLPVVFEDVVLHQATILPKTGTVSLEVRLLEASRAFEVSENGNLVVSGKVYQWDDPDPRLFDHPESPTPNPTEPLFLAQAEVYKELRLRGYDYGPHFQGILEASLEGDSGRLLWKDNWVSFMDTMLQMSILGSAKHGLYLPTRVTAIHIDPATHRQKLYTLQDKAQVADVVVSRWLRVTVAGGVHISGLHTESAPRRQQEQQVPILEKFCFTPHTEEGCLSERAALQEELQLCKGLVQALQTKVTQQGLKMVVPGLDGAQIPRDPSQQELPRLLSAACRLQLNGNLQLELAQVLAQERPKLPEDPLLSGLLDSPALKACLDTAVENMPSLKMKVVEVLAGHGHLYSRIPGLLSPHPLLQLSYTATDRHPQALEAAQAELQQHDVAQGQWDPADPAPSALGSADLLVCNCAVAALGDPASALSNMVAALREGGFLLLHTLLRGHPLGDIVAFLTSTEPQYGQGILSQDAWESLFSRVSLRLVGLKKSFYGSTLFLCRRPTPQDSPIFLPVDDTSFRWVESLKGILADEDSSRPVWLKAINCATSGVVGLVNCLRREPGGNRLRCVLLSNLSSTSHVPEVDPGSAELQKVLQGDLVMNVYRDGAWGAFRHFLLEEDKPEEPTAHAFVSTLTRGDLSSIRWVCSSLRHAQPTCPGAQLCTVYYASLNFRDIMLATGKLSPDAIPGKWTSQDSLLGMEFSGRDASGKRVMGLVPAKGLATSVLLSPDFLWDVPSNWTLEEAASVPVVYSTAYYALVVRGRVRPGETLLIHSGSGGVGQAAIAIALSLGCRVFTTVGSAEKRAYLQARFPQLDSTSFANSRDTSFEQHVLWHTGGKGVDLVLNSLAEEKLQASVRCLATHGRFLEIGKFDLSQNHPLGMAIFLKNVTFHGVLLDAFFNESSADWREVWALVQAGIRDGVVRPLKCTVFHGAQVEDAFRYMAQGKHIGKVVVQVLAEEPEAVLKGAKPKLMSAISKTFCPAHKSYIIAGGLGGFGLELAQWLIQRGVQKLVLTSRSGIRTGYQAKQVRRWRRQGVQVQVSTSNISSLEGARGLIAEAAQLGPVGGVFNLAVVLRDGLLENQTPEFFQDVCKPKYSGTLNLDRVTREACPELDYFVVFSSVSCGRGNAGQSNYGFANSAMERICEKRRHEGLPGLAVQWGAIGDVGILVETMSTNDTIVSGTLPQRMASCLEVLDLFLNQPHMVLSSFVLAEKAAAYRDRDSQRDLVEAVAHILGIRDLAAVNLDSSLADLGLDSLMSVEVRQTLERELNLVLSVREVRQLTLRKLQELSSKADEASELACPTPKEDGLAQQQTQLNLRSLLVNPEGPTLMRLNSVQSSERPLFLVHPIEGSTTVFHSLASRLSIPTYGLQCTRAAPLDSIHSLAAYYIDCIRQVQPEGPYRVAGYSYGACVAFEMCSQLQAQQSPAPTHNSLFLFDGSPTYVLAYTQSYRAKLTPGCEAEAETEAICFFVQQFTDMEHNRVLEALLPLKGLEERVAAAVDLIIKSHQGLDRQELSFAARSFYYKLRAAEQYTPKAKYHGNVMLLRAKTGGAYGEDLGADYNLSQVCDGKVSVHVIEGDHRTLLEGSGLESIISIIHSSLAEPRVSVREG
Rin1 Abl inh: human Rin1-Abl interaction inhibition; P00519+Q13671; TR-FRET Rin1/Abl binding, biochemical; inhibition, % at 7.35 µM; 360,000 tested, 0.4% active; AID 588664; in the data active = inhibition above about 5%, passing the limit was not always enough
PABP1 MLLE inh: inhibitors of microRNA-mediated deadenylation, human PABP1 MLLE binding. GST-MLLE / FITC-PAM2 fluorescence polarization. 360,000 tested, 0.36% active. inhibition, % at 20 µM. P11940; in the data active = inhibition above about 35%, passing the limit was not always enough;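 also: plate controls were DMSO wells with GST-MLLE for no effect and wells lacking GST-MLLE protein for full effect; some results filed as inactive read as strong as hits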
bovine MsrA act: bovine methionine sulfoxide reductase A activation; purified bovine MsrA, absorbance read-out; activation, % at 10.6 µM; 360,000 tested, 0.3% active; AID 602163; in the data active = activation above about 7.5%;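 also: 0% = vehicle and 100% = reference activator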
MT1-MMP act inh: blocks activation of human MT1-MMP | P50281 | HT1080 RFP-PRO-GFP cells, GFP/RFP ratio fluorescence, overnight; percent of plate control window, DMSO zero | GFP/RFP ratio change, % at 20 µM | 360,000 tested, 0.061% active;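 active = GFP/RFP ratio change of at least 30% with cell ATP level not reduced by more than half and red fluorescence within 50% of control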; also: strong numbers were not always called active
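Assay system – RFP-PRO-GFP reporter HT1080 cells · Compound dosing – single dose of 20 µM compound, 1% DMSO final · Incubation – overnight compound exposure at 37 °C · Measure – GFP/RFP fluorescence ratio · Benchmarks – DMSO wells and RFP-L50D-GFP cells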
CendR NRP1 mod: alters CendR peptide binding to human NRP-1; O14786; FAM-RPARPAR peptide binding to NRP-1, fluorescence polarization; inhibition, % at 25 µM; 360,000 tested, 0.85% active;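 active = inhibition or corrected inhibition above about 18%, plus a signal ratio from 0.5 to 1.5, limit read from the data, passing the limit was not always enough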; also: strong numbers were not always called active
eLon inh: inhibitors of E. coli Lon protease. P0A9M0. purified E. coli Lon protease, fluorescence polarization. inhibition, % at 7.94 µM. 360,000 tested, 0.42% active; in the data active = inhibition above about 13%, passing the limit was not always enough;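 also: 0% = enzyme with probe and DMSO and 100% = no enzyme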
* marks the source's active call; other numbers are inactive results; i = inactive; . = no result given.

SMILES | SKN-1 block | Neddyl block | FAS-TE inh | Rin1 Abl inh | PABP1 MLLE inh | bovine MsrA act | MT1-MMP act inh | CendR NRP1 mod | eLon inh
N#C/C(C(=O)Oc1ccccc1)=C1/Nc2ccccc2-c2ccccc21 | -6 | i | 17 | 1 | -4 | -2 | 8 | -10 | -1
CCC(c1nc2ccccc2[nH]1)n1c(=O)c(-c2ccccc2)nc2ccccc21 (stereo not drawn) | 7 | i | . | . | . | . | -8 | -3 | .
COCCn1c(-c2cc(OC)c(OC)c(OC)c2)nc2oc3ccccc3c(=O)c2c1=O | 25 | i | -6 | 0 | -2 | -2 | 8 | 6 | -3
CSc1ccccc1NC(=O)CSc1nnnn1-c1ccccc1SC | -8 | i | 10 | 0 | -4 | -1 | 2 | 13 | -5
COc1ccccc1NS(=O)(=O)c1ccc(N/N=C(\C)C(C)C)c([N+](=O)[O-])c1 | 9 | i | 32 | . | 0 | . | 2 | -15 | .
COc1cc(C2N(C)C(=O)c3ccccc3N2C)ccc1O (stereo not drawn) | 7 | . | 1 | -3 | -1 | -3 | 5 | 2 | -9
Cc1cc(OCC(=O)Nc2ccccn2)c2c(C)cc(=O)oc2c1 | 3 | . | 1 | 0 | 8 | -2 | 0 | -1 | -4
COc1ccc(-n2c(COc3ccccc3)nnc2SCc2ccc(C#N)cc2)cc1 | 26 | i | 22 | -3 | -52 | 5 | -1 | -2 | -6
N#CC1(Cc2ccc([N+](=O)[O-])cc2)c2ccccc2C=CN1C(=O)c1ccccc1 (stereo not drawn) | 5 | i | 38 | 0 | 1 | -9 | -2 | 3 | -17
CCCCn1c(C(C)NC(=O)COC)nc2ccccc21 (stereo not drawn) | 12 | i | -5 | 2 | 7 | -4 | -5 | -1 | -9
COc1ccc(NC(=O)CNS(=O)(=O)c2cccs2)cc1 | 7 | i | -10 | 1 | -8 | 0 | 1 | 3 | -17
CN1CCN(C2CCN(c3ccc(Nc4nnc(Cl)c(Nc5ccccc5S(C)(=O)=O)n4)c(OC(CF)CF)c3)CC2)CC1 | 4 | i | -17 | 4 | 3 | -6 | 1 | 10 | 4
Cc1nc(NC(=O)CN(C)S(=O)(=O)c2ccc(Cl)cc2)sc1C | -9 | i | -5 | -4 | 14 | -9 | -7 | 12 | -7
COc1ccc2nc(SCC(=O)C(C)(C)C)[nH]c2c1 | 0 | i | -2 | 3 | -19 | -3 | 2 | 6 | -5
O=C(COC(=O)c1ccccc1SCC(=O)N1CCCC1)NC1CCCCC1 | -4 | i | -4 | -3 | 12 | -2 | 0 | 1 | -1
Cc1ccccc1N(CC(=O)NC(C)(C)C)C(=O)CS(=O)CC(=O)Nc1ccc2c(c1)OCO2 (stereo not drawn) | 0 | i | -3 | 7 | 0 | -2 | 4 | 8 | -3
Cc1occc1C(=O)NNC(=O)CN1C(=O)NC2(CCCCC2)C1=O | 1 | i | -9 | 0 | -3 | -4 | 4 | 7 | -6
Cc1ccc(C(=O)Nc2nc(-c3ccc([N+](=O)[O-])cc3)cs2)o1 | 3 | i | 0 | -2 | 4 | -4 | 5 | -9 | -3
Cc1cc(OC(C)C(=O)NCCCN2CCOCC2)c2c(C)c(C)c(=O)oc2c1 (stereo not drawn) | 6 | . | -4 | -3 | 0 | -2 | 2 | 11 | 9
C[C@H](NC(=O)c1ncn2c1C(=O)N(C)CC2)C(=O)OC(C)(C)C | -11 | i | -9 | 2 | -9 | -2 | 3 | -3 | 0
CCOc1ccc(C(O)C(CN2CCOCC2)c2ccccc2)cc1 (stereo not drawn) | 0 | i | -2 | 2 | 22 | 0 | 2 | -13 | 12
COC(=O)Cn1cnc2scc(-c3ccc(C)c(C)c3)c2c1=O | 5 | i | 2 | 0 | 8 | -3 | 0 | 5 | -1
CCOC(=O)c1cc2c(ccn2-c2ccc(F)cc2)n1CC(=O)N1CCN(C(=O)c2ccco2)CC1 | -5 | i | -1 | -3 | -2 | -1 | 12 | 7 | -10
COc1ccc(S(=O)(=O)N2CCCN(CC(=O)C(C)(C)C)CC2)cc1 | -10 | i | -16 | -1 | 16 | -11 | -5 | 0 | 1
NC(=O)C1CCN(C(=O)CCn2c(=O)oc3ccccc32)CC1 | -17 | i | -27 | 4 | 11 | -3 | -43 | -60 | -21
CCOc1ccc(S(=O)(=O)N2CN3CCN(C3)C2)cc1 | -4 | i | -3 | -1 | -9 | -5 | -2 | 8 | 10
Cc1nc(-c2ccc(F)cc2)c(CC(=O)N(C)CC(=O)Nc2ccccc2C(F)(F)F)s1 | 1 | i | 0 | 4 | 4 | 0 | 1 | 4 | -5
CCOC(=O)Cn1c(=O)c2c(nc3n2CCCCN3c2ccc(C)cc2)n(C)c1=O | -33 | i | -4 | -1 | -16 | -6 | 3 | -5 | 4
Cc1occc1C(=O)N/N=C/c1ccc(Br)s1 | 9 | i | -2 | -1 | 10 | -4 | 4 | 6 | -1
COc1ccccc1N1CCN(CCCCN2C(=O)C3CCCN3C2=O)CC1 (stereo not drawn) | -4 | i | -7 | -1 | 6 | -1 | 2 | 17 | -13

At a glance, some entries already given.
SMILES | SKN-1 block | Neddyl block | FAS-TE inh | Rin1 Abl inh | PABP1 MLLE inh | bovine MsrA act | MT1-MMP act inh | CendR NRP1 mod | eLon inh
CCOC(=O)Cn1c(=O)c2c(nc3n2CCCCN3c2ccc(C)cc2)n(C)c1=O | -33 | i | -4 | -1 | -16 | -6 | 3 | -5 | 4
Cc1occc1C(=O)N/N=C/c1ccc(Br)s1 | 9 | i | -2 | -1 | 10 | -4 | 4 | 6 | -1
COc1ccccc1N1CCN(CCCCN2C(=O)C3CCCN3C2=O)CC1 (stereo not drawn) | -4 | i | -7 | -1 | 6 | -1 | 2 | 17 | -13

(continued)
SMILES | SKN-1 block | Neddyl block | FAS-TE inh | Rin1 Abl inh | PABP1 MLLE inh | bovine MsrA act | MT1-MMP act inh | CendR NRP1 mod | eLon inh
Cc1cc(C)nc(SCC(=O)Nc2nonc2N)n1 | 7 | i | -7 | 0 | 0 | -2 | 1 | 1 | 1
CC(=O)c1sc(NC(=O)CCN2C(=O)c3ccccc3C2=O)nc1C | -4 | i | -7 | 0 | 1 | -3 | -4 | 11 | -8
CC(=O)NCCOc1cccc(OCCNC(C)=O)c1 | -3 | i | -5 | 1 | -8 | -3 | 2 | -11 | -3
CC(C)CCNC(=O)c1cc(-c2ccncc2)nc2ccc(S(=O)(=O)N3CCOCC3)cc12 | 0 | i | -22 | -1 | -2 | -3 | 0 | -10 | 7
Cc1nnc2sc(SCC(=O)N3CCc4ccccc43)nn2c1=O | 15 | i | -4 | -6 | 28 | -1 | 2 | -4 | 1
C(=N\c1nc2ccccc2[nH]1)/c1cccs1 | 4 | i | -5 | 2 | -37 | -1 | 2 | -11 | 5
CC1=NN(C(=O)Cc2ccccc2)C(O)(c2ccccc2)C1 (stereo not drawn) | 13 | i | -3 | 2 | 9 | -1 | 2 | -4 | -6
O=C(Nc1ccc(O)c(-c2nc3ccccc3o2)c1)C1(c2ccccc2)CCCC1 | 13 | i | 21 | 3 | -7 | -9 | -6 | -4 | 1
O=C(O)c1ccc(/C=N/NC(=O)c2cc(-c3ccc4c5c(cccc35)CC4)n[nH]2)cc1 | -4 | i | 12 | 2 | -3 | -10 | -3 | -39 | 7
O=C1Nc2ccccc2-n2nnnc2C1N1CCN(c2ccc(C(F)(F)F)cn2)CC1 (stereo not drawn) | -6 | i | . | . | . | . | -1 | 5 | .
CN(C)c1ccnc2sc3c(NCC(O)CO)ncnc3c12 (stereo not drawn) | 8 | i | -4 | 0 | -8 | -2 | 0 | -17 | 5
CN(C)N=Nc1ccc(S(=O)(=O)NC(Cc2ccccc2)C(=O)O)cc1 (stereo not drawn) | 6 | i | -8 | 5 | 2 | -7 | 4 | 0 | 0
OC[C@@H]1CN(Cc2ccc3c(c2)OCO3)C[C@H](n2cnc3c(N4CCCC4)ncnc32)O1 | 7 | i | -2 | 1 | -12 | -1 | -1 | -3 | -23
O=C(N/N=C/c1ccsc1)C1CC1 | -4 | i | -3 | 0 | 7 | -3 | -3 | 10 | 1
O=c1[nH]c(CN2CCN(S(=O)(=O)/C=C/c3ccccc3)CC2)nc2cc(Cl)ccc12 | -1 | i | 14 | -2 | -17 | -3 | -10 | -7 | 4
CNc1nc2cccnc2s1 | -8 | i | -8 | 0 | -8 | -3 | 2 | 8 | 11
COC(C[C@H]1O[C@@H]1C(=O)[C@H](C)OCc1ccccc1)OC | -5 | i | -15 | 1 | 0 | -6 | 1 | 13 | 17
COc1ccc(N=Cc2sc(O)c3ccccc23)cc1 | -1 | i | -38 | -3 | 118 | 2 | -282 | 124 | -376
Cc1ccc2nsnc2c1S(=O)(=O)N1CCN(C(=O)C2CCCO2)CC1 (stereo not drawn) | 9 | i | -5 | -1 | 9 | -3 | -2 | -11 | 6
Cc1cc(NC(=O)CSc2nnc(C3CC3)n2Cc2ccccc2)no1 | 5 | i | -8 | 2 | 3 | 1 | 2 | 1 | 10
COc1cccc(-c2ccc(-c3noc(-c4cccs4)n3)c(OC)n2)c1 | -7 | i | 14 | 2 | -115 | -1 | 2 | -2 | 0
CC(C)c1nnc(NC(=O)c2ccc(N3C(=O)CCC3=O)cc2)s1 | -4 | i | -2 | 1 | -3 | -1 | 1 | -19 | -15
COCCOC(=O)C1=C(C)NC2=C(C(=O)CC(C)(C)C2)C1c1cc2c(cc1Br)OCO2 (stereo not drawn) | 7 | i | 2 | -6 | 6 | -4 | 1 | 2 | 4
CS(=O)(=O)c1nc(-c2ccccc2)cc(-c2ccccc2)c1C#N | 5 | i | 11 | -1 | -20 | -3 | -27 | 0 | -9
Cc1cc(C)nc(SCc2nnc(SCC(=O)Nc3cc(C(F)(F)F)ccc3Cl)o2)n1 | 3 | i | 6 | 4 | -10 | -2 | 1 | 7 | -5
CCCCOCCCNC(=O)C[C@@H]1C[C@@]2(C(=O)OCC)CCCC=C2N(Cc2ccc(Cl)cc2Cl)C1=O | -3 | i | 6 | . | . | -1 | -6 | -8 | 0
O=C(CCC(=O)OCC(=O)c1ccc(Br)cc1)Nc1ccc(Br)c2cccnc12 | 5 | i | 22 | -4 | 18 | -2 | 6 | 4 | 1
C#CCNc1cc(C)nc2ncnn12 | 13 | i | -7 | 1 | 1 | -4 | 3 | -3 | 4
O=C(CN(Cc1cccs1)C(=O)c1csnn1)NC1CCCC1 | 0 | i | -5 | -3 | -4 | 1 | 6 | 7 | -1
COc1ccc(/C(C)=N\NC(=O)CNC(=O)C(c2ccccc2)c2ccccc2)cc1OC | -8 | i | -8 | 4 | 6 | -1 | 2 | -2 | -5
Clc1ccccc1C1CC(c2ccccc2)=Nc2ccccc2N1 (stereo not drawn) | 14 | i | 29 | -1 | 2 | 0 | 0 | -6 | -15
CC(=NNC(=S)Nc1ccccc1)c1ccccn1 | 16 | i | -2 | -6 | 30 | 0 | 13 | -4 | -3
CC1Cc2ccccc2N1C(=O)CSc1ncccn1 (stereo not drawn) | 12 | i | -6 | 4 | -23 | -3 | -2 | -7 | -6
O=C(COc1ncnc2ccccc12)Nc1cc(S(=O)(=O)N2CCOCC2)ccc1Cl | 1 | i | -3 | -2 | -9 | -2 | 3 | 4 | 2
CC(C)(C)c1ccc(C(=O)NCCCNC(=O)c2ccccn2)cc1 | 12 | i | -4 | -1 | 6 | -8 | 3 | 2 | 1
NC(=O)c1ccsc1NC(=O)COC(=O)C1=NNC(=O)CC1 | 4 | i | -6 | 4 | -2 | -3 | 5 | -6 | -5
COc1ccc(CCN2CC(C(=O)N(C)Cc3ccc(C)o3)CCC2=O)cc1 (stereo not drawn) | -7 | i | -1 | 3 | 2 | -9 | -3 | 5 | 3
